Screening data from PubChem.
PG9 Ab binder = binds the HIV-1 gp120 antibody PG9; TR-FRET gp120-PG9 antibody binding; inhibition, % at 6.7 µM; actives 0.43% (n = 360,000); AID 624416; in the data active = inhibition above about 8.5%
rCAG RNA binder = molecules binding r(CAG) RNA repeats; inhibition, % at 3 µM; r(CAG) RNA repeat, TO-PRO-1 dye displacement fluorescence; actives 1.3% (n = 370,000);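 active = inhibition above the plate cutoff, the mean of all test compounds on that plate plus 3 SD, cut at about 35% in these data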;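 also: 0% = DMSO alone and 100% = 100 µM mitoxantrone as full dye displacement; higher means more dye released from RNA so lower well fluorescence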
LEDGF integ inh = blocks HIV-1 LEDGF/p75-dependent DNA integration; TR-FRET IN-LEDGF/p75 DNA integration, Eu/Cy5; inhibition, % at 3.7 µM; actives 0.64% (n = 370,000); AID 743269;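 active = inhibition above the screen-wide mean plus 3 SD, cut at about 13% in these data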;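 also: signal is the Cy5 over europium emission ratio at 671 and 618 nm; 0% = plate median of compound wells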
TCR-CD3 inh = human TCR-CD3 binding inhibition. TAMRA-labeled TCR probe fluorescence, biochemical. inhibition, % at 9.4 µM. actives 0.37% (n = 360,000). AID 651800; in the data active = inhibition above about 19%;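 also: recombinant mutant TCR 2C K166C tagged with TAMRA read by polarization; 0% = receptor in buffer alone and 100% = receptor with positive control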
MBD2 inh = blocks human MBD2 binding to methylated DNA. TR-FRET, MBD2 binding to methylated oligonucleotide. inhibition, % at 4.4 µM. actives 0.31% (n = 370,000). AID 686964; in the data active = inhibition above about 13%
mABHD4 FP = inhibitors of mouse ABHD4. Q8VD66. purified mABHD4, FP-Rh probe fluorescence polarization. inhibition, % at 8.92 µM. actives 0.54% (n = 370,000);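 active = inhibition exceeding the mean over every tested compound plus 3 SD, cut at about 30% in these data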;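 also: 0% = plate median of compound wells and 100% = S159A mutant with DMSO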
Target sequence (Q8VD66 whole entry, looked up): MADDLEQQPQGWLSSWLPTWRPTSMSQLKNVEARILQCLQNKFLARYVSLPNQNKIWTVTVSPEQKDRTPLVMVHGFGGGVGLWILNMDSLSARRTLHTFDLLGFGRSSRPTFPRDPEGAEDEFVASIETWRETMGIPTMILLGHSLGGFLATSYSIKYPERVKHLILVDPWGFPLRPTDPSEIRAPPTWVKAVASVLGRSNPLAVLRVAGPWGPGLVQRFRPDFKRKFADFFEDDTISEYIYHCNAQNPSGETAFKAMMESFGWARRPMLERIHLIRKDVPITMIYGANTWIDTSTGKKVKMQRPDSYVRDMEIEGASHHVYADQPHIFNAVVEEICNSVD
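Assay system: wild-type mouse ABHD4 protein; compound: single nominal dose of 8.92 µM, 0.89% DMSO final; schedule: 45 min + 60 min at 25 °C; measured by: FP readout, ex 525 nm / em 598 nm; evaluation: % inhibition of FP-Rh probe binding versus controls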
Rev-erbA mod = modulates human Rev-erb alpha binding to DNA; P20393; Rev-erbα–FITC-DNA binding, fluorescence polarization, 90 min; activity, % at 10 µM; actives 0.79% (n = 370,000); AID 1259318;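 active = activity above about 14%, limit read from the data; passing the limit was not always enough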;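 also: 0% = DMSO wells with 35 nM protein and 100% = DMSO wells with 750 nM protein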
Target sequence (P20393 whole entry, looked up): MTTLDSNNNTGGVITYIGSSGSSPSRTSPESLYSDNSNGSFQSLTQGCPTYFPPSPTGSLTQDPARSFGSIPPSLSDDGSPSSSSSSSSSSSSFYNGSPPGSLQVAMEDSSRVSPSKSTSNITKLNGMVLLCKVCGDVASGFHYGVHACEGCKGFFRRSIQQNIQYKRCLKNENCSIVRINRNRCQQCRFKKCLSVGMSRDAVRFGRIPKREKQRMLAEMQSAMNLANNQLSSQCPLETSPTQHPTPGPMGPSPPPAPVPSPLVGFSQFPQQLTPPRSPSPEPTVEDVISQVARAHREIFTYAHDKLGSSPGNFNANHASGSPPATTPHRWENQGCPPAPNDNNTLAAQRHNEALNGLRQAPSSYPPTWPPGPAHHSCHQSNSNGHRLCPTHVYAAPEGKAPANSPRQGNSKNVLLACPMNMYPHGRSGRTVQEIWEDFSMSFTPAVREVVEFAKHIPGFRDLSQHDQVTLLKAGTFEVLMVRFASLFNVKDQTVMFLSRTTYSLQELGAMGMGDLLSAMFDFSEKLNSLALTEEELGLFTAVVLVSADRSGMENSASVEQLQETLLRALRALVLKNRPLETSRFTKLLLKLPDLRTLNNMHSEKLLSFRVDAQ
UHRF1 binding = human UHRF1 methylated DNA binding inhibitors | Q96T88 | actives 0.75% (n = 370,000) | UHRF1 binding to methylated oligo, TR-FRET | inhibition, % at 4.4 µM; in the data active = inhibition above about 21%;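 also: UHRF1 SRA domain binding a hemimethylated CpG hairpin DNA probe; 0% = median of test compound wells and 100% = reference inhibitor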
PRMT1 inh = PRMT1 (human) inhibition, primary screen | actives 1.3% (n = 370,000) | recombinant PRMT1, activity-based probe fluorescence polarization | Q99873 | AID 652257 | inhibition, % at 2.79 µM;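 active = inhibition above about 21% made by adding two undisclosed values, limit read from the data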
HTRA1 inhibitor = inhibitors of human serine peptidase HTRA1; Q92743; recombinant HTRA1, FP-rhodamine activity-based probe, fluorescence polarization; inhibition, % at 5.96 µM; actives 0.5% (n = 340,000); AID 504803; in the data active = inhibition above about 36%;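 also: 0% = enzyme with DMSO and 100% = wells lacking enzyme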
Active calls of the source: *; · = not tested or not shown. These rows are one share of the data; rates above refer to the full screens.

canonical_smiles,UHRF1 binding,HTRA1 inhibitor,rCAG RNA binder,PG9 Ab binder,Rev-erbA mod,PRMT1 inh,MBD2 inh,LEDGF integ inh,mABHD4 FP,TCR-CD3 inh
CC(=O)Nc1ccc(NC(=O)C(C)OC(=O)CCc2c[nH]c3ccccc23)cc1 (stereo not given),0.5,1.7,-7.2,-1.0,-4.0,-3.5,1.4,2.4,-0.2,1.3
CN1CCN(c2nc3cc(C(F)(F)F)ccc3n3cccc23)CC1,-9.3,-4.8,2.7,-0.9,-2.7,-2.4,-5.8,4.8,-3.2,-5.5
COC(=O)c1ccccc1NC(=O)CNCCc1ccc(OC)c(OC)c1,0.5,-2.1,-4.6,-2.4,-0.5,1.1,-0.2,0.1,9.4,-1.7
CCN(CC)CCCNC(=O)CNC(=O)c1nn(-c2ccc(OC)c(OC)c2)c(=O)c2ccccc12,-1.6,-4.1,10.2,-1.6,3.7,-3.0,3.0,5.1,-2.0,0.2
COc1ccccc1CN1C2CCCC1CC(NC(=O)/C=C/c1ccccc1)C2 (stereo not given),-1.6,·,4.7,-1.4,-2.0,2.0,-2.6,1.1,-1.9,3.4
COc1cccc(NC(=O)c2cnc(SC)nc2)c1,-1.2,-6.4,1.4,-1.2,3.0,-6.8,-0.3,-4.5,0.7,-0.5
O=C(NCC1CC1)c1cccs1,1.1,·,0.5,-2.1,6.7,2.7,0.2,-1.0,3.6,-1.1
O=C(NNC(=O)c1ccccc1F)c1cccc(Cl)c1,4.5,-1.6,-0.8,-1.0,0.2,2.4,6.3,0.4,-5.5,-5.6
CCCOc1ccc(N2C(=O)CC(N(CCOC34CC5CC(CC(C5)C3)C4)C(C)=O)C2=O)cc1 (stereo not given),-0.6,1.9,-3.4,-1.4,2.6,-1.6,0.9,0.6,1.9,-6.3
CCN(C(=O)CSc1nnc(-c2ccncc2)o1)c1ccccc1,1.1,-4.6,-4.7,-1.1,-3.1,0.9,0.2,4.7,1.4,4.1
Cc1cccn2cc(-c3ccc(F)cc3)nc12,0.7,-0.3,4.6,-0.2,-0.6,2.1,-1.1,-1.2,-1.0,-7.3
CC(C)CNS(=O)(=O)c1ccc(CCC(=O)Nc2ccc3c(c2)OCCO3)cc1,2.9,-1.2,5.3,2.8,1.9,-2.6,1.6,-4.6,-4.8,-0.8
CSS(=O)(=O)c1cccc2cccnc12,-8.6,·,-1.2,-0.8,4.6,91.5*,-7.1,-1.1,3.8,2.9
Cc1ccccc1CN1CCN(Cc2cc3ccccc3o2)CC1CCO (stereo not given),-1.4,-1.6,-11.8,-0.8,6.2,-0.5,0.4,-1.1,-2.4,-9.9
CCOC(=O)c1nnn(-c2nonc2N)c1CN(CC)CC,1.7,2.6,-0.5,-0.9,4.5,0.4,-3.9,1.7,-3.3,-4.9
CNC(=O)c1ccc(Nc2nnc(-c3ccc(O)cc3)c3ccccc23)cc1,0.0,-23.7,1.4,-0.3,0.6,-1.9,2.9,-0.3,-11.1,1.3
COc1ccccc1NS(=O)(=O)c1cc([N+](=O)[O-])ccc1N/N=C/c1c(C)[nH]c2ccccc12,-1.9,29.3,22.7,-2.1,-4.6,-1.3,0.6,1.4,3.6,-1.7
CC(C)CNC(=O)C(=O)NCc1ccccn1,0.9,1.9,-1.9,-0.1,4.2,-2.9,4.8,3.4,6.5,0.9
Cc1ccc(/C=C/c2ccc(=O)n(Cc3ccc(F)cc3)n2)cc1,1.3,-18.2,-3.2,-4.8,1.5,-0.6,-0.5,2.1,-9.1,6.9
Cc1cc(-c2nc(C)c(-c3nnc(SCC(=O)Nc4ccccc4)n3C)s2)no1,-3.0,7.9,-4.0,-1.0,1.1,-4.0,1.4,2.9,-1.6,6.4

Copied from the list:
`COC(=O)c1ccccc1NC(=O)CNCCc1ccc(OC)c(OC)c1` – Rev-erbA mod: -0.5
`CCCOc1ccc(N2C(=O)CC(N(CCOC34CC5CC(CC(C5)C3)C4)C(C)=O)C2=O)cc1` (stereo not given) – LEDGF integ inh: 0.6

Other results.
canonical_smiles,UHRF1 binding,HTRA1 inhibitor,rCAG RNA binder,PG9 Ab binder,Rev-erbA mod,PRMT1 inh,MBD2 inh,LEDGF integ inh,mABHD4 FP,TCR-CD3 inh
CCOC(=O)[C@]12CCC=C1N(Cc1cccc3ccccc13)C(=O)[C@H](CC(=O)NCCc1ccccc1OC)C2,-1.9,·,6.2,-0.3,-4.0,0.1,-0.1,-4.8,-15.6,5.0
Cc1ccc(NC2=NCC(=O)N2c2ccc3c(c2)OCCO3)c(C)c1,5.4,-0.1,-4.3,0.4,-1.0,-0.4,5.1,0.2,1.2,-8.9
CCc1ccc(OCCCC(=O)Nc2ccc(S(=O)(=O)Nc3cc(C)nc(C)n3)cc2)cc1,3.2,-3.0,24.9,-0.7,0.6,-0.6,1.8,4.7,-18.0,-4.9
COC(=O)CCCC(=O)Nc1ccc(Cl)c(Cl)c1,1.7,2.2,0.4,0.1,-1.1,-3.0,-1.0,0.0,-1.1,0.1
COc1ccc(S(=O)(=O)NCCC(C)C)cc1C,-1.9,-1.2,-4.2,1.6,-0.7,-1.3,-4.4,0.5,-15.6,-3.0
Cn1ccnc1SCC(=O)Nc1cc(S(=O)(=O)N2CCOCC2)ccc1Cl,2.4,2.1,4.1,1.5,1.4,1.7,-3.4,-2.5,1.6,3.8
COc1ccc(CN2CN3Cc4ccccc4C3CS2(=O)=O)cc1 (stereo not given),-3.3,·,6.1,·,6.5,2.8,0.2,-0.9,-0.7,·
CN1CCCC(OC(=O)c2ccc3c(c2)OCCO3)C1 (stereo not given),-0.7,5.4,1.6,2.6,0.9,-2.5,-8.6,-1.0,-7.3,8.2
CCOC(=O)Cc1ccc(NC(=O)c2cccc([N+](=O)[O-])c2)cc1,2.9,-4.7,-4.0,0.9,-1.9,1.5,2.3,-6.4,0.9,-2.8
O=C(OCC(=O)N1CCCC1)c1cnc(Cl)c(Cl)c1,0.2,-4.4,0.8,1.9,4.7,-0.3,-0.3,-4.7,3.1,0.4
O=C1NC(c2ccccc2)CCC1(Cl)Cl (stereo not given),-0.1,4.7,-0.7,-0.6,1.2,0.2,-0.5,1.6,0.6,1.9
COc1ccc(N2CCN(C(=O)Cn3c(=O)c4cccn4c4cccnc43)CC2)cc1,0.6,8.4,0.5,-2.2,-4.4,0.7,-0.5,-0.7,-1.1,2.6
O=C(OCc1ccc(COC(=O)c2cccnc2Cl)cc1)c1cccnc1Cl,1.1,-0.9,-6.0,-0.7,1.9,2.3,2.0,2.1,0.9,10.0
CCOc1ccccc1N(CC(=O)OC)S(C)(=O)=O,6.3,4.4,-2.6,0.4,1.5,-3.2,-5.8,-2.0,-0.7,7.2
NN/C(=C\[N+](=O)[O-])Nc1ccc(Cl)cc1,-0.6,6.1,26.0,-2.1,4.5,-2.4,-0.2,-0.4,9.1,1.7
CCn1cc(CNC(=O)c2ccc3nc(Cc4ccc(OC)cc4)oc3c2)cn1,1.9,4.8,-2.3,-3.6,-3.9,-6.7,-2.8,-1.1,-7.9,-3.4
COc1ccc(-n2nnnc2S(=O)(=O)CC(=O)N2CCCCC2)cc1,-1.9,1.1,2.8,-0.3,-1.5,3.1,3.0,-1.6,1.9,-5.2
O=C1C2C3C=CC(CC3)C2C(=O)N1c1ccc(Br)cc1 (stereo not given),3.4,6.3,2.3,0.0,0.9,-0.2,-2.3,-5.8,1.9,2.7
COCCCNC(=O)c1ccc(Cn2c(=O)c3ccccc3n(Cc3ccc([N+](=O)[O-])cc3)c2=O)cc1,-3.6,·,5.1,·,-2.7,-0.2,1.6,0.9,-0.4,·
COCCNc1oc(/C=C/c2ccc(F)cc2)nc1S(=O)(=O)c1ccccc1,2.3,0.5,2.2,-1.0,-0.9,10.4,0.5,-4.3,-5.3,-0.3
Cc1nonc1N1CCN(Cc2cn[nH]c2-c2ccc(F)cc2F)CC1,-0.1,-2.7,-4.8,-0.3,3.2,0.8,1.8,-0.8,-4.3,6.1
CCCC(=O)n1nc(-c2ccccc2)nc1N,-3.7,-2.7,-3.3,-0.7,5.5,-1.2,-5.7,0.4,-1.1,2.2
C[C@H](CO)N1C[C@H](C)[C@@H](CN(C)C(=O)Nc2ccc(C(F)(F)F)cc2)Oc2ccc(NS(=O)(=O)c3ccccc3)cc2C1=O,-2.9,-18.8,6.2,0.1,1.4,2.8,1.2,-3.9,-1.3,-2.4
CCCCC1Cc2[nH]c(=S)[nH]c(=O)c2C(c2ccc(C(C)C)cc2)O1 (stereo not given),1.5,·,7.6,-0.7,-3.9,-2.8,-2.1,8.5,1.2,-5.4
Cc1c(C)n(C)c2ccc(C(=O)NCCCN3CCCC3)cc12,-0.9,0.0,-0.6,-2.8,0.8,-1.1,-3.1,2.0,-3.0,-2.9
Cc1ccc(S(=O)(=O)N(C)c2c(C)ccc(S(N)(=O)=O)c2C)cc1,-1.4,-9.1,2.8,0.4,0.8,-4.7,-3.4,3.1,2.4,2.3
C[C@H](O)C#Cc1cnc2c(c1)C(=O)N([C@H](C)CO)C[C@@H](C)[C@H](CN(C)C(=O)Nc1ccc(C(F)(F)F)cc1)O2,-0.3,7.5,2.2,0.7,-2.6,1.0,3.0,1.4,-5.6,2.9
Cc1ccc2oc(C(=O)NCc3ccc4c(c3)OCO4)c(C)c2c1,-1.3,-38.3,2.0,-3.2,2.6,-3.5,-2.2,1.6,-19.5,-1.4
Cc1nc(SCC(O)CCl)c([N+](=O)[O-])[nH]1 (stereo not given),3.0,4.0,0.4,0.1,3.6,1.4,-7.4,-0.1,-10.4,-15.7
Cc1nn(C(C)C(=O)NCCc2cccs2)c(=O)c2nn(-c3ccccc3)c(C)c12 (stereo not given),0.5,-1.8,-6.4,-2.7,3.2,-0.3,-5.7,2.5,-4.0,4.6
